# From PubChem
# Y pestis TopoI: Yersinia pestis topoisomerase I inhibitors, primary screen, biochemical, cleavage product accumulation, plate reader, single point | DNA topoisomerase I (Yersinia pestis CO92) | Y. pestis Topo-I cleavage product accumulation | activity, % at 10 µM | 360,000 tested, 0.064% active | AID 504884, 2011; in the data active = activity above about 50%, passing the limit was not always enough; also: inactives centre near 2
# BH1578 lux ind: inducers of Vibrio cholerae quorum light production without autoinducers, primary screen, BH1578 luxS cqsA deficient, single point | V. cholerae BH1578 lux reporter, luminescence, 6 h | activation, % at 18.7 µM | 350,000 tested, 0.16% active; in the data active = activation mostly above about 9.7%, no sharp cut-off; also: not every result past the cut was called active; inactives centre near 0; reference of the scale not given here
# TcdB GH inh: TcdB glycohydrolase inhibitors, primary screen, biochemical, single point, plate reader; Toxin B (Clostridioides difficile), P18177; TcdB glycohydrolase enzymatic assay; inhibition, % at 9.99 µM; 350,000 tested, 0.24% active; AID 652162, 2013; in the data active = inhibition above about 10%
# SARS 3CLpro inh: SARS-CoV 3CLpro protease inhibitors, primary screen, biochemical, quenched FRET; recombinant SARS-CoV 3CLpro, quenched FRET peptide cleavage; 290,000 tested, 0.14% active; inhibition, % at 6 µM; in the data active = inhibition above about 12%
# PrPC TRFRET: inhibitors of human cell surface prion protein PrPC, primary screen, cell-based, TR-FRET; TR-FRET read-out; inhibition, % at 13.8 µM; 370,000 tested, 0.43% active; in the data active = inhibition above about 24%; also: 0% = median of the test wells and 100% = reference compound wells
# PriA SSB inh: inhibitors of Klebsiella pneumoniae PriA binding to SSB C-terminal tail, primary screen, biochemical, AlphaScreen; inhibition, % at 33 µM; AlphaScreen SSBct-PriA binding, biotinylated peptide; PriA–SSB C-terminal tail interaction (Klebsiella pneumoniae); 430,000 tested, 0.6% active; in the data active = inhibition mostly above about 37%, no sharp cut-off; inactive = mostly below about 20%;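 also: plate controls were negative control peptide for no effect and reference peptide for full effect; strong numbers were not always called active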
# Rv3671c inh: Rv3671c serine protease inhibitors, primary screen, biochemical, fluorescence polarization, M. tuberculosis H37Rv | 320,000 tested, 0.048% active | inhibition, % at 5.96 µM | P9WHR9 | AID 2606, 2010; in the data active = inhibition above about 38%;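 also: extracellular domain of Rv3671c used as enzyme; 0% = enzyme with DMSO and 100% = no enzyme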
# VHR inh abs: VHR1 phosphatase inhibitors, primary screen, biochemical, absorbance, uHTS; inhibition, % at 13.3 µM; 290,000 tested, 0.52% active; recombinant VHR phosphatase, pNPP absorbance; in the data active = inhibition above about 50%; also: some compounds called inactive have numbers as strong as hits
# MazEF act: activators of E. coli MazEF toxin-antitoxin RNase, primary screen, biochemical, fluorescence, uHTS. activation, % at 20 µM. Endoribonuclease toxin MazF (Escherichia coli (strain K12)), P0AE70. FAM/BHQ RNA-DNA oligo cleavage fluorescence, 5 h. AID 504720, 2011. 350,000 tested, 0.32% active; in the data active = activation above about 50%
# CCHFV vOTU inh: CCHFV vOTU protease inhibitors, primary screen, biochemical, Pep-AMC substrate, fluorescence | Crimean-Congo hemorrhagic fever virus L polyprotein viral ovarian tumor (vOTU) protease … | inhibition, % at 11.5 µM | 370,000 tested, 0.55% active; in the data active = inhibition above about 30%; also: 0% = vehicle wells with enzyme and 100% = no enzyme wells
# Numbers without * were called inactive; i = inactive; . = not tested or not shown; & = joins results of further samples.
# The first 13 records as a preview:
canonical_smiles,Rv3671c inh,PriA SSB inh,VHR inh abs,CCHFV vOTU inh,SARS 3CLpro inh,MazEF act,Y pestis TopoI,PrPC TRFRET,BH1578 lux ind,TcdB GH inh
Cc1c(C(=O)NCc2ccc3c(c2)OCO3)oc2ccc(S(=O)(=O)N3CCC(C)CC3)cc12,-17,4,40,.,-6,-7,48,.,-0.3,.
O=P(O)(O)Cc1ccccc1OP(=O)(c1ccccc1)c1ccccc1,6,-5,19,5,2,-6,-1,4,i,.
CCOc1cc2[nH]c(=O)n(CCCCC(=O)NC3CCCCCC3)c(=O)c2cc1OCC,-6,5,20,-3,-3,1,0,-1,i,.
CNc1cncc(-c2ccoc2)n1,.,.,.,-261,.,.,-3,-3,i,-0.1
Cc1cc(-n2c(SCC(=O)NCCC3=CCCCC3)nc3n[nH]c(C)c3c2=N)ccc1Cl,-24,2,63,-1,3,3,18,7,-0.3,2.2
c1cc2c(cc1-c1[nH]ncc1CN1CC3C[C@@H]4CC1C[C@H](C3)C4)OCO2,0,-5,47,-8,5,11,4,-4,-0.2,0.2
COc1ccc(C(NC(=O)CNC(C)=O)C(=O)Nc2ccc3c(c2)OCCO3)cc1 (stereo unspecified),5,-8,25,1,2,-9,-7,4,i,.
Cc1ccc(-c2ccc(/C=N/NC(=O)Cc3nnc(N)s3)o2)cc1Cl,1,i,4,17,2,1,17,-9,2.0,0.5
Cc1c(CC(=O)O)c(=O)oc2c(C)c(OCc3ccc(F)cc3Cl)ccc12,3,-3,14,-15,3,-32,-4,-2,-0.4,1.5
CCCCNC(=O)c1c(O)c2cccc3c2n(c1=O)CCC3,-8,-12,-10,1,-1,-7,1,0,i,.
COc1ccc(OCCn2c(N)nc3ccccc32)cc1,-2,7,14,-14,0,3,7,6,2.0,2.1
O=c1c2ccccc2sn1-c1cccc(Cl)c1,.,.,.,4,.,-18,-6,5,-0.4,-1.0
O=C(N[C@@H](Cc1ccccc1)C(=O)OCc1ccccc1)c1nc[nH]c1C(=O)N[C@@H](Cc1ccccc1)C(=O)OCc1ccccc1,-50,4,-3,2,3,-1,14,3,-0.9,0.4

# Results, from the first entry:
canonical_smiles,Rv3671c inh,PriA SSB inh,VHR inh abs,CCHFV vOTU inh,SARS 3CLpro inh,MazEF act,Y pestis TopoI,PrPC TRFRET,BH1578 lux ind,TcdB GH inh
Cc1c(C(=O)NCc2ccc3c(c2)OCO3)oc2ccc(S(=O)(=O)N3CCC(C)CC3)cc12,-17,4,40,.,-6,-7,48,.,-0.3,.
O=P(O)(O)Cc1ccccc1OP(=O)(c1ccccc1)c1ccccc1,6,-5,19,5,2,-6,-1,4,i,.
CCOc1cc2[nH]c(=O)n(CCCCC(=O)NC3CCCCCC3)c(=O)c2cc1OCC,-6,5,20,-3,-3,1,0,-1,i,.
CNc1cncc(-c2ccoc2)n1,.,.,.,-261,.,.,-3,-3,i,-0.1
Cc1cc(-n2c(SCC(=O)NCCC3=CCCCC3)nc3n[nH]c(C)c3c2=N)ccc1Cl,-24,2,63,-1,3,3,18,7,-0.3,2.2
c1cc2c(cc1-c1[nH]ncc1CN1CC3C[C@@H]4CC1C[C@H](C3)C4)OCO2,0,-5,47,-8,5,11,4,-4,-0.2,0.2
COc1ccc(C(NC(=O)CNC(C)=O)C(=O)Nc2ccc3c(c2)OCCO3)cc1 (stereo unspecified),5,-8,25,1,2,-9,-7,4,i,.
Cc1ccc(-c2ccc(/C=N/NC(=O)Cc3nnc(N)s3)o2)cc1Cl,1,i,4,17,2,1,17,-9,2.0,0.5
Cc1c(CC(=O)O)c(=O)oc2c(C)c(OCc3ccc(F)cc3Cl)ccc12,3,-3,14,-15,3,-32,-4,-2,-0.4,1.5
CCCCNC(=O)c1c(O)c2cccc3c2n(c1=O)CCC3,-8,-12,-10,1,-1,-7,1,0,i,.
COc1ccc(OCCn2c(N)nc3ccccc32)cc1,-2,7,14,-14,0,3,7,6,2.0,2.1
O=c1c2ccccc2sn1-c1cccc(Cl)c1,.,.,.,4,.,-18,-6,5,-0.4,-1.0
O=C(N[C@@H](Cc1ccccc1)C(=O)OCc1ccccc1)c1nc[nH]c1C(=O)N[C@@H](Cc1ccccc1)C(=O)OCc1ccccc1,-50,4,-3,2,3,-1,14,3,-0.9,0.4
c1ccc(OCc2nc3ccccc3s2)cc1,-6,-72,-6,1,-2,2,-5,-2,-0.5,.
COc1cccc(C(C(=O)NCC2CCCO2)N(CC2CCCO2)C(=O)CN2C(=O)c3ccccc3S2(=O)=O)c1 (stereo unspecified),-1,-8,22,0,1,7,8,-11,-0.6,2.8
O=C(Cn1cnc2c(nnn2-c2ccc(F)cc2)c1=O)N1CCCc2ccccc21,-12,0,7,8,-1,0,-2,0,i,.
Cc1cccc(NC(=S)N2CCCCC2c2cccnc2)c1C (stereo unspecified),-3,4,-30,-10,3,9,2,-11,i,-0.2
CC(=O)Nc1ccc(C(=O)OCC(=O)NC2CCCCCCC2)cc1,-5,-4,-2,-3,2,9,1,2,.,1.5
CN(C)c1ccc(C(=O)Nc2cc(C(F)(F)F)ccc2-n2cncn2)cc1,-2,-18,12,15,2,3,8,-7,-8.0,.
O=[N+]([O-])c1cccc(-c2nc3ccccc3s/c2=N/O)c1,-170,.,24,14,2,-24,-4,-11,0.0,0.4
CCOC(=O)N1CCN(C(=O)CCc2ccc(S(=O)(=O)NC(C)(C)C)cc2)CC1,.,-25,12,-4,2,2,1,-1,-2.1,0.9
O=C(NCC(c1cccnc1)N1CCOCC1)c1ccco1 (stereo unspecified),4,-2,4,-15,5,-1,-9,-6,i,.
NC(=O)c1ccc(C(F)(F)F)n(Cc2ccc(F)c(F)c2)c1=O,-7,5,33,16,2,3,3,4,-0.9,0.9
CCOc1ccc(-c2csc(NC(=O)C3CCCO3)n2)cc1 (stereo unspecified),-6,-21,13,-9,-2,-6,2,3,-0.1,.
O=C(CSc1nc2ccccc2s1)Nc1ccc(C(=O)O)cc1,-11,11,10,-5,4,-25,7,5,-0.8,-4.2
CCCC(=O)Nc1cccc(NC(=O)CN2CCN(c3ccccc3OC)CC2)c1,.,-4,10,6,-5,2,10,1,0.6,.
Cc1ccc(NS(=O)(=O)c2c(C(=O)N3CCCCCC3)c(C)n(C)c2C)c(C)c1,-5,-11,43,14,-1,-1,4,3,0.5,0.6
O=C(O)COn1c(-c2ccccc2)nc2ccc(Cl)cc21,-10,-18,3,14,0,4,2,-2,-0.2,1.5
Cc1ccc(NC(=O)COC(=O)C2CC3C=CC2C3)cc1S(=O)(=O)N1CCCCC1 (stereo unspecified),-9,-13,21,3,0,-2,-4,-1,-1.5,-0.2
Cc1nc2ccccc2c(C)c1C(=O)c1ccccc1,0,-12,34,-8,0,4,24,-1,-0.5,-0.7
Cc1ccc2nc(SCC(=O)c3c(C)[nH]c4ccccc34)[nH]c2c1,-43,7,-1,6,0,10,9,0,-0.1,.
CCC(CO)NC1=CC(=O)CCC1 (stereo unspecified),-12,-13,14,-5,2,-1,3,6,-0.2,-1.8
COc1ccc(C(=O)Nc2cc(C)on2)cc1,-4,-7,14,-1,3,4,3,-2,i,.
Cc1cc(Cl)ccc1OCC(=O)Nc1nc(-c2cccnc2)cs1,6,-1,1,-12,-7,-20,-8,6,-0.2,0.4
COc1cccc(C(C(=O)NCC2CCCO2)N(C(=O)Cn2nnc3ccccc32)c2ccccc2C(C)=O)c1OC (stereo unspecified),7,-9,18,-3,1,4,13,-1,-0.1,0.9
COc1ccc(CNC(=S)N2CCN(S(=O)(=O)c3cccc(F)c3)CC2)cc1,-1,-3,1,9,3,-4,17,-7,i,1.7
COCCn1c(C)cc(/C=C2/NC(=O)N(c3cccc(Cl)c3)C2=O)c1C,-7,13,26,13,5,-6,-4,5,-0.2,-8.7
CN1Cc2c(c(C#N)c(N)n(C)c2=S)CC1(C)C,-1,-4,12,.,2,-170,1,.,-0.2,.
CC(=O)[C@H]1CCC2C3CC[C@H]4C[C@@H](O)CC[C@]4(C)C3CC[C@@]21C (stereo partly specified),-1,-9,.,6,.,-10,-17,10,1.2,-7.4
Cc1nn2c(NCCCN3CCOCC3)c3c(nc2c1-c1ccccc1)CCC3,-4,-71,8,1,2,4,6,6,-0.3,.
Brc1ccccc1OCCOc1cccc2cccnc12,-15,-4,-1,2,4,-2,36,-1,-0.2,0.4
O=C1C[C@@H]2c3c(cccc3CN1Cc1ccc(Cl)cc1)C[C@@H](O)[C@H]2O,.,-3,.,9,.,3,6,1,i,-8.8
Cc1cn2c(-c3cccnc3)nnc2s1,-8,-13,-12,-9,-4,3,-7,2,i,.
CCCCNS(=O)(=O)c1ccc2nc(-c3cccnc3)cc(C(=O)NCCOC)c2c1,-8,-4,-5,0,1,8,9,-3,-0.5,1.0
CCN(CC)C(=O)C1CCN(S(=O)(=O)c2ccc(-n3cnnn3)cc2)CC1,5,-3,-1,1,3,5,2,6,0.0,0.7
Cc1ccc(-n2nc(C(=O)c3ccccc3)n3c(=O)cc(-c4ccccc4)nc23)cc1,-3,2,21,5,-2,6,-4,1,.,.
Cn1c(=O)[nH]c(=O)c2c1nc(N1CCN(C(=O)c3ccco3)CC1)n2CCCSc1ncccn1,.,1&-1,.,2,.,6,6,6,-0.6,1.9
CSc1nsc(SC)c1CO,-2,4,36,-9,1,2,2,3,-0.4,1.2
CC1(C(=O)NCC2CC2)Cc2c(-c3ccc4c(c3)OCO4)ccnc2O1 (stereo unspecified),.,.,.,14,.,.,0,8,i,-1.2
Cc1ccc(S(=O)(=O)NNC(=O)/C=C/c2cccc(F)c2)cc1,-8,-6,34,-2,-5,-2,3,-1,i,-2.9

# More structures follow.
canonical_smiles,Rv3671c inh,PriA SSB inh,VHR inh abs,CCHFV vOTU inh,SARS 3CLpro inh,MazEF act,Y pestis TopoI,PrPC TRFRET,BH1578 lux ind,TcdB GH inh
O=C1C=C(N(CCO)Cc2ccccc2)c2ccccc2C1=O,.,29,-4,.,3,7,-2,.,-0.3,.
CC1CCCCN1C(=O)CSc1nnc(-c2c[nH]c3ccccc23)o1 (stereo unspecified),4,-6,14,-5,-4,4,2,-4,0.0,.
COc1ccc(OC)c(NC(=O)CSc2nc(-c3ccccc3)cc(=O)[nH]2)c1,1,-7,26,3,3,6,-2,8,-0.2,1.1
COc1ccc(OC)c(NC(=O)CSc2nnnn2C2CCCC2)c1,.,4,25,10,7,0,4,0,-0.3,0.7
Cc1ccc(Cn2c(SCC(=O)Nc3cc(C)on3)nc3ccccc3c2=O)cc1,-4,-18,-1,15,6,-5,0,0,i,.
O=c1c2c(-c3cccs3)csc2ncn1-n1cccc1,3,3,37,-12,1,5,2,-14,-0.3,1.2
Cc1nc(-c2cccc(NC(=O)c3cccs3)c2)cs1,-12,-15,27,9,-5,1,-9,8,.,.
O=C(NCc1ccco1)C1CCN(S(=O)(=O)N2CCOCC2)CC1,2,-18,7,-4,2,1,-6,-6,-5.6,.

# The list is partial; the hit share may differ from the screen's.
